# From PubChem
# TrxR1 substrate: substrates of rat thioredoxin reductase 1; 0.01% of 390,000 active; Potency, µM (highest dose often 114 µM), for the others: top-dose activity change, negative = substrate turnover; purified TrxR1 substrate turnover, NADPH consumption readout; O89049; AID 588456; note: potency is the fitted concentration of half-maximal effect; % is set by controls: 0 for no effect and ±100 for the full control effect; nearly all actives have a fitted effect of over 50% in size
# Target sequence (O89049 whole entry, looked up): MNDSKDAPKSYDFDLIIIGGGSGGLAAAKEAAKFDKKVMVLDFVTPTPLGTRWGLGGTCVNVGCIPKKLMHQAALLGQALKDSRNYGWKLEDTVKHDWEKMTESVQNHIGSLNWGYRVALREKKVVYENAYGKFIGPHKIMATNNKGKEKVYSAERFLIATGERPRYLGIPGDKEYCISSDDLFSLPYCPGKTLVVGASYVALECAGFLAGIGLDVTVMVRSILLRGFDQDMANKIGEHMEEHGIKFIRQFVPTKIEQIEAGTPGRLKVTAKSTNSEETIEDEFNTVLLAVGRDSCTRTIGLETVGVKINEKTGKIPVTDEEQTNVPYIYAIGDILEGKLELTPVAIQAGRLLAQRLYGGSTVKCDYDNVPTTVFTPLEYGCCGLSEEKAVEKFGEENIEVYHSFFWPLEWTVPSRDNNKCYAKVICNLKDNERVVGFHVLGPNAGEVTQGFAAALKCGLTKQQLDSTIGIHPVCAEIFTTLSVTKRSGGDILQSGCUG
#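 Rat TrxR1, dispensed at 90 nM, was prereduced with 400 uM NADPH (final) for 5 min at ~22 deg C, then incubated with compound 15 min before 400 uM selenite. A first-read NADPH fluorescence drop versus no-compound background flagged substrates.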
# Glioma ERSR ind: inducers of ER stress response in human glioma cells; Potency, µM, inactives show at the top dose activation, most hits filed as activators; U87-MG GRP78 promoter luciferase reporter, 16 h; 0.02% of 420,000 active; AID 602332; note: potency is the fitted concentration of half-maximal effect; series mostly up to about 76 µM; % of control where 0% means no effect; nearly all actives have a fitted effect of over 35% in size
#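 Stably transfected U87-MG glioma cells carrying a GRP78-based luciferase sensor; 16 h compound incubation. Luminescence end-point read 10 min after Bright-Glo addition at room temperature.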
# IDH1 R132H inh: inhibitors of human mutant IDH1 R132H; IDH1-R132H enzyme, NADPH consumption, diaphorase/resazurin fluorescence; Potency, µM (doses to about 76.6 µM), for the others: top-dose activity change, negative = inhibition, actives largely listed as inhibitors; 0.093% of 390,000 active; note: potency is the fitted concentration of half-maximal effect; % is set by controls: 0 for no effect and ±100 for the full control effect; nearly all actives have a fitted effect of over 65% in size
#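 IDH1-R132H (0.5 ug/mL dispensed) in pH 7.5 Tris buffer was preincubated 30 min with compound, then given a substrate mix of 0.016 mM NADPH and 2 mM alpha-KG for 80 min at room temperature; remaining NADPH was read by diaphorase/resazurin fluorescence.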
# LDHA inh: inhibitors of human lactate dehydrogenase A; AID 1347041; 0.15% of 480,000 active; purified LDHA, NADH/diaphorase-resazurin fluorescence; stronger effect = lower value; P00338; activity change, % (values are at about 110 or 230 µM); in the data active = activity change below about -30%; inconclusive = mostly about -25% to -30%;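 note: plate controls were DMSO wells for no effect and wells without enzyme for full effect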
#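 Enzyme activity of human lactate dehydrogenase 5 (2 nM; 0.06 mM NADH, 0.2 mM pyruvate, 5 min, RT) is measured via a resazurin/diaphorase fluorescence readout of residual NADH.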
# USP1-UAF1 inh: blocks the human USP1/UAF1 deubiquitinase complex; O94782; recombinant USP1/UAF1, Ub-Rhodamine cleavage fluorescence; Potency, µM (series often up to 57.1 µM), without a hit: at the highest dose activity change, negative = inhibition, actives largely listed as inhibitors; 0.23% of 390,000 active; AID 743255; note: potency is the fitted concentration of half-maximal effect; % is set by controls: 0 for no effect and ±100 for the full control effect; nearly all actives have a fitted effect of over 60% in size; inactives centre near -12
#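 1 nM enzyme complex + cpd, 15 min RT; start with Ub-Rho 150nM final; kinetic fluorescence ex 480/em 540, 6 reads q60 s. Buffer 50mM HEPES pH 7.8, 0.5mM EDTA, 0.1 mg/ml BSA, 1mM TCEP, 0.01% Tween-20.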
# Vif-APOBEC3F blk: inhibitors of Vif-A3F interaction; HeLa A3F-eYFP + Vif (tagged APOBEC3F with the HIV-1 protein that degrades it), YFP fluorescence increase; Potency, µM (series often up to 46.1 µM), for inactives: top-dose activity, negative = active; 0.2% of 390,000 active; note: potency is the fitted concentration of half-maximal effect; % of control where 0% means no effect; nearly all actives have a fitted effect of over 65% in size
#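 HeLa cells stably expressing A3F-eYFP plus Vif, plated and incubated overnight at 37 deg C, then exposed to compounds overnight at 37 deg C. Blocked degradation read as raised yellow fluorescence (Ex 488/Em 500-530).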
# RGS4 inhibitor: blocks human RGS4-accelerated GTP hydrolysis; 0.039% of 390,000 active; Transcreener GDP fluorescence polarization, RGS4-accelerated GTP hydrolysis; P49798; Potency, µM (titrated, usually from 114 µM), for the others: at the top dose activity change, negative = inhibition, usual class: inhibitors; note: potency is the fitted concentration of half-maximal effect; % is set by controls: 0 for no effect and ±100 for the full control effect; nearly all actives have a fitted effect of over 75% in size; some results filed as inactive show a strong effect at the top dose
# Target sequence (P49798 whole entry, looked up): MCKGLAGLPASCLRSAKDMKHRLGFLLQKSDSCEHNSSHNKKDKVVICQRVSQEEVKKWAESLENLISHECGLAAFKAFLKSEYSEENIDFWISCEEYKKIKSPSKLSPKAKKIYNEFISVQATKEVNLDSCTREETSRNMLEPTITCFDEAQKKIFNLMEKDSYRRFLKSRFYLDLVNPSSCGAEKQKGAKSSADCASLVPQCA
#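 MLSMR compounds (23 nl, pin-transferred) preincubated 10 min at room temperature with a 500nM (2x) first reagent, then RGS4 at 900nM (2x) plus Transcreener GDP mix added; fluorescence polarization (620/688 nm) read before and after 90 min at 30 °C.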
# Vif-APOBEC3G blk: Vif-A3G binding inhibition; Q9HC16; 0.076% of 410,000 active; Potency, µM (top dose mostly 46.1 µM), without a hit: at the highest dose activity, negative = active, most hits filed as inhibitors; HeLa A3G-eYFP + Vif (tagged APOBEC3G with the HIV-1 protein that degrades it), YFP fluorescence, overnight;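 note: potency is the fitted concentration of half-maximal effect; % is set by controls: 0 for no effect and ±100 for the full control effect; nearly all actives have a fitted effect of over 60% in size; hits raise eYFP signal because A3G escapes Vif-driven loss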
# Target sequence (Q9HC16 whole entry, looked up): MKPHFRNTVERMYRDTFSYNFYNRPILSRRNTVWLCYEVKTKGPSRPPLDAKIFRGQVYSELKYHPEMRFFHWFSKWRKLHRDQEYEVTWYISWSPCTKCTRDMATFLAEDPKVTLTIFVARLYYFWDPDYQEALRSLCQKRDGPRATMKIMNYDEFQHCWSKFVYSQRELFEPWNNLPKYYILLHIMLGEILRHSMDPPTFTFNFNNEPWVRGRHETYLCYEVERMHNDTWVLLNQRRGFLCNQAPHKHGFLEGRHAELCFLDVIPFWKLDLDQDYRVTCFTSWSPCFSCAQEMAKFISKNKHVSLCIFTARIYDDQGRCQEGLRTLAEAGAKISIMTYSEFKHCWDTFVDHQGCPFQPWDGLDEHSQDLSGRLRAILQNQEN
#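 HeLa cells stably expressing Vif and C-terminally eYFP-tagged A3G, seeded overnight at 37 deg C, then exposed to compound by pintool overnight at 37 deg C. Rise in yellow fluorescence (Ex 488/Em 500-530, Acumen) marks blocked Vif-driven A3G degradation.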
# TrxR1 inh: blocks rat thioredoxin reductase 1; recombinant rTrxR1, NADPH fluorescence consumption, selenite substrate; Potency, µM (highest dose often 114 µM), for inactives: top-dose activity change, negative = inhibition, actives largely listed as inhibitors; 1% of 390,000 active; O89049; note: potency is the fitted concentration of half-maximal effect; % is set by controls: 0 for no effect and ±100 for the full control effect; nearly all actives have a fitted effect of over 65% in size
#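 Rat TrxR1 (90 nM in the dispensed reagent) was pre-reduced with 400 uM NADPH for 5 min at room temperature, then incubated with compound for 15 min. After 400 uM selenite was added, NADPH fluorescence (Ex 340/Em 450 nm) was followed for 8 min.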
# An asterisk follows results filed as active; ? = inconclusive; . = no result given; & = joins results of further samples; [ ] = remark or other dose. Unless noted, calls come from the whole dose curve; as a rule, active = well fitted curve in the direction sought with a large enough effect; inconclusive = small, poorly fitted or top-dose-only effect, or another doubt; inactive = no such curve, though single readings can be large; an effect the other way counts as inactive or inconclusive. The list is partial, so the mix of outcomes need not match the whole.
# The first 2 records, to show the layout:
SMILES,TrxR1 substrate,Glioma ERSR ind,IDH1 R132H inh,LDHA inh,USP1-UAF1 inh,Vif-APOBEC3F blk,RGS4 inhibitor,Vif-APOBEC3G blk,TrxR1 inh
COC(=O)c1cc2c(s1)CS(=O)C2 (stereo not drawn),-7.6%,-1.0%,0.0%,-7.2,3.9%,-11.9%,11.9%,0.7%,-1.9%
CCc1nc(N[C@H](C(=O)O)C(C)C)c2oc3ccccc3c2n1,6.3%,-3.2%,5.7%,-13.5,-9.9%,-16.2%,7.0%,1.8%,24.0%

# The whole of this part, from the first entry:
SMILES,TrxR1 substrate,Glioma ERSR ind,IDH1 R132H inh,LDHA inh,USP1-UAF1 inh,Vif-APOBEC3F blk,RGS4 inhibitor,Vif-APOBEC3G blk,TrxR1 inh
COC(=O)c1cc2c(s1)CS(=O)C2 (stereo not drawn),-7.6%,-1.0%,0.0%,-7.2,3.9%,-11.9%,11.9%,0.7%,-1.9%
CCc1nc(N[C@H](C(=O)O)C(C)C)c2oc3ccccc3c2n1,6.3%,-3.2%,5.7%,-13.5,-9.9%,-16.2%,7.0%,1.8%,24.0%
CCOCCCNC(=O)C(NC(=O)Cc1cccs1)c1ccc(C)cc1 (stereo not drawn),11.6%[57.1 µM],-4.2%,3.0%,5.1,-7.6%,-9.0%,-6.7%,0.2%,24.8%[57.1 µM]
CCN(CC)C(=O)Cn1cc(S(=O)(=O)CC(=O)N2CCOCC2)c2ccccc21,7.5%,-2.4%,6.1%,5.2,-20.8%,4.0%,23.1%,1.9%,13.0%
Cc1ccc(NNC(=O)c2snnc2C)cc1Cl,12.6%[57.1 µM],3.4%,4.0%,3.9,-8.5%,0.7%,-42.6%,-1.0%,41.6%[activator][57.1 µM]
Cc1[nH]c2ccccc2c1SCCNC(=O)c1ccc(S(=O)(=O)N2CCCC2)cc1,-1.4%[57.1 µM],-3.4%,-3.3%,3.4,-26.0%,1.8%,-2.0%,1.8%,8.7%[57.1 µM]
CCc1sc(-c2cc3ccc(O)cc3oc2=O)nc1-c1ccc(C)cc1,19.5%,-0.9%,.,-11.9,.,.,17.6%,?,17.4%
COc1cc(O)c(C(CC(=O)N2CCOCC2)c2cc(OC)c(OC)c(OC)c2)c(OC)c1 (stereo not drawn),5.0%&3.6%,-5.7%&-1.8%,-6.1%,0.5,-6.3%,-2.7%,-0.8%&15.2%,-2.4%&-7.3%,-16.1%&-4.7%
Cc1cc(C)n(C(=O)Cn2nc(C(F)F)cc2C)n1,0.8%,5.6%,11.2%,-15.7,-0.1%,-19.3%,-7.2%,2.0%,3.8%
COc1cccc(NC(=O)c2ncc(Cl)c(Cl)c2Cl)c1,-2.9%[57.1 µM],-0.5%,3.5%,-3.7,-17.0%,-7.5%,2.4%,-5.2%,10.4%[57.1 µM]
CCN1CCN(c2nnc(-c3ccc(C)cc3)c3ccccc23)CC1,2.3%,1.1%,-5.7%,-3.0,-17.6%,1.4%,9.9%,4.3%,10.3%
COc1ccc(OCCSc2n[nH]c(N)n2)cc1,3.8%[57.1 µM],-1.3%,-0.1%,-7.9,-8.6%,-2.2%,-18.4%,-3.7%,1.5%[57.1 µM]
Cc1ccc(Cl)cc1N1CCN(C(=O)CCC(=O)Nc2ccc3nc(N4CCC(C)CC4)cc(C)c3c2)CC1,6.7%,-1.0%,0.0%,3.4,-9.2%,-12.6%,3.6%,-0.7%,-9.1%
CCSC1=NCN(CCCC(=O)O)CN1,-0.9%,-1.8%,3.3%,6.6,-16.8%,-16.0%,-0.5%,-0.7%,-6.3%
O=C(NNC(=S)NCc1ccccc1)c1cccnc1,-0.5%,-1.5%,0.2%,-1.5,-18.2%,0.7%,-18.3%,-1.5%,-4.2%
CCOC(=O)COc1ccc(C)cc1C(=O)c1ccn2nc(-c3ccc(F)cc3)cc2n1,15.3%,-1.3%,?,0.9&-2.8,-33.5%,-5.7%,0.9%,-3.2%,16.7%
CCCc1cc(=O)oc2cc(OCC(=O)N3CCC(C(N)=O)CC3)ccc12,45.1%[activator],-2.3%,-3.0%,6.7,-22.5%,6.3%,-19.3%,1.0%,4.7%
Cc1cc(C)c2c(=O)cc(C(=O)Nc3ccc(S(=O)(=O)Nc4nc(C)cc(C)n4)cc3)oc2c1,-2.9%,-4.3%,16.3%,0.1,-6.1%,3.3%,-20.9%,-2.8%,-3.9%
O=C(CCN1CCN(c2ccccc2)CC1)Nc1ccc(Cl)cc1,4.7%,-1.3%,1.5%,-1.6,-21.0%,-4.9%,-12.8%,6.6%,15.1%
CCSc1nnc(NC(=O)c2nc(S(=O)(=O)Cc3ccc(F)cc3)ncc2Cl)s1,-1.0%,-18.8%,9.4%,2.4,-17.5%,1.6%,-49.9%,-14.5%,25.1µM*
CC(C)(C)c1nnc(N/N=C/c2cc(Br)ccc2O)n(N)c1=O,-13.8%,0.6%,1.5%,-4.7,-14.8%,9.6%,-0.5%,-0.1%,-17.3%
O=C(NCc1ccccn1)C1CCC(CNS(=O)(=O)c2cccc3nsnc23)CC1 (stereo not drawn),-0.6%,6.9%,10.7%,-2.4,-8.6%,4.6%,-1.8%[56.9 µM],5.6%,7.8%
COc1cccc(N2CCN(C(=O)c3cc(C)oc3C)CC2)c1,-7.2%,-1.4%,8.0%,0.4,-1.8%,1.3%,-7.7%,?,?
CC1CCC(C(C)C)C(=O)/C1=C/c1ccc(N)cc1 (stereo not drawn),-16.6%,4.9%,-6.4%,5.7,-24.5%,-1.9%,-18.6%[11.4 µM],-0.4%,-5.9%
O=C(CN(Cc1ccco1)C(=O)c1ccc([N+](=O)[O-])cc1)Nc1ccccc1C(F)(F)F,2.2%,-2.8%,2.6%,0.2,-7.7%,-22.4%,-45.7%,-1.8%,?
CC(C)Cc1nn2c(=O)cc(COC(=O)c3cccc(NS(C)(=O)=O)c3)nc2s1,-8.0%[57.1 µM],-0.3%,-0.2%,-1.1,-17.2%,6.5%,-25.4%,4.2%,-4.4%[57.1 µM]
Brc1ccc(-c2n(-c3ccccn3)c3ccccc3[n+]2-c2ccccn2)cc1,15.1%,-4.1%,0.1%,1.5,-25.6%,9.4%,-16.0%,-7.8%,44.0%[activator]
O=C(OCc1cccc([N+](=O)[O-])c1)c1cc2ccccc2oc1=O,-6.8%[57.1 µM],-1.0%,0.2%,-2.7,-23.9%,-0.1%,-18.0%,-0.7%,12.7%[57.1 µM]
Cc1cc(NC(=O)/C=C/c2cccc(F)c2)n(-c2nc3ccccc3[nH]2)n1,6.6%,8.3%,-4.0%,-1.8,0.2%,-25.1%,4.1%,-6.4%,9.1%
Cc1cc(=O)n2[nH]c(-c3ccc(C(C)(C)C)cc3)cc2n1,12.2%,1.4%,-2.0%,-2.0,-7.7%,1.7%,-32.4%,-0.1%,17.0%
Cc1onc(-c2ccccc2Cl)c1C(=O)Nc1nnc(-c2ccc(Br)cc2)s1,31.8%[57.1 µM],-3.6%,7.1%,-1.4,-16.0%,-20.0%,-17.4%,0.8%,38.6%
O=S(=O)(Nc1ccc(-c2ccc(N3CCCC3)nn2)cc1)c1ccc(Br)cc1,-13.0%[57.1 µM],-0.2%,6.2%,2.3,-24.9%,2.1%,-4.4%,-1.5%,-15.9%[57.1 µM]
NC(=O)CSc1cn(Cc2ccccc2)c2ccccc12,7.6%[57.1 µM],5.0%,23.8%,-6.0,-11.0%,-0.6%,7.8%,0.0%,20.8%[57.1 µM]
COc1ccc(-n2nc(C(=O)N3CCN(c4cccc(C)c4C)CC3)c3c4ccccc4n(C)c3c2=O)cc1,3.6%,.,.,-3.9,-20.3%,.,-25.7%,.,29.0%
O=C(COC(=O)c1ccccc1)Nc1ccccc1Sc1ccccc1,-7.7%,-0.8%,-0.7%,-2.3,-10.3%,-14.7%,14.9%,-1.6%,-4.3%
Cc1nc2cc(-c3ccccc3)nn2c(N)c1-c1ccccc1,9.8%,-4.0%,3.0%,-0.8,-14.4%,1.9%,-13.8%,1.0%,26.4%
O=C(NC1CCCCC1)c1ccc(S(=O)(=O)N2CCOCC2)cc1,2.0%,-2.0%,-0.6%,-2.6,?,-7.3%,-1.3%,1.3%,21.8%
O=C(CN1CCCc2ccccc21)N1CCc2ccccc21,10.4%,3.3%,0.0%,1.0,-22.0%,-7.9%,-26.8%,5.8%,0.9%
COc1ccc(C(=O)CSc2nnc(C(CO)NC(=O)c3ccc(OC)cc3)n2C)cc1 (stereo not drawn),-2.8%,-5.6%,4.3%,-0.9,-13.2%,.,-11.1%,-3.5%,-4.1%
COc1ccc2cc(C3C(C#N)=C(N)OC(C)=C3C(C)=O)c(Cl)nc2c1 (stereo not drawn),12.8%,-1.8%,-3.2%,5.5,-21.4%,10.2%,8.2%,0.1%,12.4%[57.1 µM]
CCC[C@H]1CN(c2ccc(Br)cc2)C(=O)[C@@H]1CC(=O)Nc1ccccc1,.,-3.9%,0.0%,0.5,-20.1%,-3.4%,.,-2.3%,.
O=C(c1ccncc1)N1CCN(S(=O)(=O)c2ccc3ccccc3c2)CC1,-3.1%,-2.7%,-1.7%,-2.5,-8.9%,-15.0%,-18.7%,3.0%,-4.6%
